HTT ATP protect – qHTS Multiplex Assay to Identify Dual Action Probes in a Cell Model of Huntington: Cytoprotection (ATP); Potency, µM (top dose mostly 56.4 µM), inactives show cytoprotection (ATP increase), actives largely listed as activators; 230,000 tested, 0.14% active; PC12 HTT-Q103 induced, cytoprotection, ATP luminescence, 40 h; AID 1471, 2008;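 further: % of control where 0% means no effect; nearly all actives have a fitted effect of over 45% in size; toxic huntingtin expression switched on by the ecdysone agonist tebufenozide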
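PC12 cells stably carrying ecdysone-inducible Htt exon 1 (Q103)–GFP were induced with 100 nM tebufenozide (final) alongside library compounds in a dose series. Cytoprotection was scored as retained ATP by ATPlite luminescence.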
GAA spleen mod – qHTS Assay for Inhibitors and Activators of Human alpha-Glucosidase From Spleen Homogenate; human spleen homogenate, 4-MU-alpha-glucoside fluorescence; Potency, µM (top dose mostly 79.9 µM), without a hit: at the highest dose activity change, negative = inhibition, hits mostly inhibitors; 240,000 tested, 0.006% active;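 further: 0% = enzyme with vehicle and -100% = no enzyme basal signal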
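Human spleen homogenate (1 ug) incubated with compounds and 1 mM 4-methylumbelliferyl-alpha-D-glucopyranoside in pH 5.0 citrate/phosphate buffer, 37 C, 40 min. Stopped at pH 10; 4-MU fluorescence (Ex 365/Em 440 nm); AC50 by Hill fit.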
Tau fibril FP – qHTS for Inhibitors of Tau Fibril Formation, Fluorescence Polarization; K18 P301L tau heparin fibrillization, Alexa594 FP, 6 h; Potency, µM (series often up to 57.7 µM), for inactives: at the top dose activity, negative = inhibition, actives largely listed as inhibitors; 280,000 tested, 0.39% active; AID 1468, 2008; further: on the % scale 0 is the no-effect control and ±100 the full control effect; nearly all actives have a fitted effect of over 55% in size
Target sequence (P10636 561-689 P618L limits assumed): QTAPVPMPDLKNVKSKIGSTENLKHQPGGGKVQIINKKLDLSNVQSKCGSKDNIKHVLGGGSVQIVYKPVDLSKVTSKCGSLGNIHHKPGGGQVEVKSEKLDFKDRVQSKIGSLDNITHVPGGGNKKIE
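Recombinant K18 P301L […], labeled with Alexa 594 at 0.24 uM over 15 uM unlabeled; heparin inducer 20 uM final; 37 C, 6 hr; FP endpoint.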
GAA inhib – qHTS Assay for Inhibitors of Human alpha-Glucosidase as a Potential Chaperone Treatment of Pompe Disease | Lysosomal alpha-glucosidase (Homo sapiens), P10253 | purified human GAA, 4-MU-alpha-glucoside fluorescence | Potency, µM (highest dose often 76.9 µM), without a hit: at the top dose activity change, negative = inhibition, hits mostly inhibitors | 200,000 tested, 0.005% active | AID 1466, 2008;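 further: plate controls were uninhibited enzyme wells for no effect and no-enzyme background for full effect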
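Fluorescence at Ex 365/Em 440 nm from 4-methylumbelliferone reported enzyme activity after 20 min at room temperature. Reactions used 4 nM enzyme and 400 uM substrate at pH 5.0; curves fitted with the Hill equation.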
aGal spleen mod – qHTS Assay for Inhibitors and Activators of Human alpha-Galactosidase From Spleen Homogenate | 240,000 tested, 0.008% active | Potency, µM (series often up to 80 µM), for the others: at the top dose activity change, negative = inhibition, most hits filed as inhibitors | human spleen homogenate, 4MU-alpha-Gal fluorescence, 40 min;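 further: 0% = enzyme with vehicle and -100% = no enzyme basal signal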
Target sequence (P06280 32-429 limits assumed): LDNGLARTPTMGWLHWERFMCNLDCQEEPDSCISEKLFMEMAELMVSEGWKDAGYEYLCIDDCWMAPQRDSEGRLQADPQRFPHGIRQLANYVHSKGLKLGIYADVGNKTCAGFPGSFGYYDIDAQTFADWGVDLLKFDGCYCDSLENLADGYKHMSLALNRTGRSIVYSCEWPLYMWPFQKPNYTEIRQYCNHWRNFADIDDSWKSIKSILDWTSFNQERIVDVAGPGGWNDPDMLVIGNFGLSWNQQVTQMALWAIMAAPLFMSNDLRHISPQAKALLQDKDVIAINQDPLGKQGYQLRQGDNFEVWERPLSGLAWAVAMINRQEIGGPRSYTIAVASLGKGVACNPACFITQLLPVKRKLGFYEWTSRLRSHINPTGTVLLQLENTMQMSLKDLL
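Fluorogenic readout (Ex 365/Em 440 nm) of 4-methylumbelliferone released from 1 mM 4-MU-alpha-galactoside by spleen homogenate, 40 min at 37C, pH 5.0. Data normalized to no-enzyme and enzyme controls; Hill-equation AC50 from compound titrations.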
Tau ThT inhib – qHTS for Inhibitors of Tau Fibril Formation, Thioflavin T Binding | AID 1460, 2008 | recombinant tau K18 P301L, heparin-induced fibrillization, ThT fluorescence | Potency, µM (series often up to 57.4 µM), for the others: top-dose activity, negative = inhibition, hits mostly inhibitors | Microtubule-associated protein tau (Homo sapiens), P10636 | 270,000 tested, 2.1% active; further: on the % scale 0 is the no-effect control and ±100 the full control effect; nearly all actives have a fitted effect of over 55% in size
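In this qHTS, human K18 P301L tau is incubated with compound and heparin for 6 hr at 37 C, and Thioflavin T fluorescence then reports fibril load.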
GAA glycogen – qHTS Assay for Inhibitors and Activators of Human alpha-Glucosidase Cleavage of Glycogen; recombinant GAA, glycogen substrate, Amplex Red glucose oxidase fluorescence; Potency, µM (series often up to 76.4 µM), for the others: at the top dose activity change, negative = inhibition, hits mostly inhibitors; 300,000 tested, 0.38% active;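 further: 0% = full enzyme reaction and -100% = no-enzyme basal signal; the screen sought inhibitors and activators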
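Recombinant enzyme (4 nM final) with compounds titrated up to 77 uM and bovine liver glycogen (30 ug) in citrate pH 5.0, 0.01% Tween-20, 37 C 40 min. Released glucose detected by Amplex Red/glucose oxidase (Ex 573/Em 610); AC50 from Hill fits.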
Tau fluor cs – Counterscreen qHTS for Inhibitors of Tau Fibril Formation, Fluorescence Polarization | Potency, µM (series often up to 57.7 µM), without a hit: top-dose activity change, negative = decrease | 280,000 tested, 0.93% active | AID 1463, 2008 | tau K18 P301L (four-repeat tau fragment) Alexa594 fluorescence, heparin fibrillization; further: on the % scale 0 is the no-effect control and ±100 the full control effect; nearly all actives have a fitted effect of over 55% in size
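Human K18 P301L tau (15 uM unlabeled plus 0.24 uM Alexa 594-labeled, final) in 100 mM sodium acetate pH 7 was mixed with compound and 20 uM heparin and incubated 6 hr at 37 C.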
* hit, by the source's call; ? = inconclusive; . = no result given; [ ] = another dose, or the depositor's remark. The call rests on the fitted dose curve; in most records, active means well fitted curve in the direction sought with a large enough effect; inconclusive means small, poorly fitted or top-dose-only effect, or another doubt; inactive means no such curve, though single readings can be large; an effect the other way counts as inactive or inconclusive. Potency means the concentration at half of the fitted maximal effect. Hits appear at their usual frequency (roughly 3.3% active in at least one column).

Preview, 6 compounds:
compound	Tau fluor cs	GAA inhib	GAA spleen mod	Tau fibril FP	GAA glycogen	HTT ATP protect	aGal spleen mod	Tau ThT inhib
COc1ccccc1NC(=O)C1=C(C)NC(=O)NC1c1ccccc1[N+](=O)[O-] (stereo not drawn)	-23%	-2%	-2%	-15%	-26%	-1%	0%	?
Cn1c(=O)[nH]c(=O)c2c1nc(Br)n2CCCCSc1nc2ccccc2o1	-4%	-5%	2%	7%	3%	-15%[0.074 µM]	0%	-7%
COc1cccc(=O)c2c(C)n(CC(=O)c3ccccc3)c(C)c12	?	-9%[15.4 µM]	-8%	9%	?	-6%[10 µM]	15%	14µM*
COc1ccc(OC)c(NS(=O)(=O)c2ccc(SC)cc2)c1	-18%	-1%	-6%	-6%	-4%	-7%[10 µM]	0%	0%
Cc1nc2c(C)cccc2cc1C(=O)N/N=C/c1ccc(N(C)C)cc1	?	-3%	0%	0%	-20%	-68%[inhibitor]	2%	10µM*
COc1ccccc1/C=C/C1(C(=O)NC2CCCC2)CC(=O)N1c1ccc(C)cc1 (stereo not drawn)	-11%	-5%	-27%	-3%	1%	12%[1.9 µM]	-3%	-17%

The list itself, from the first entry:
compound	Tau fluor cs	GAA inhib	GAA spleen mod	Tau fibril FP	GAA glycogen	HTT ATP protect	aGal spleen mod	Tau ThT inhib
COc1ccccc1NC(=O)C1=C(C)NC(=O)NC1c1ccccc1[N+](=O)[O-] (stereo not drawn)	-23%	-2%	-2%	-15%	-26%	-1%	0%	?
Cn1c(=O)[nH]c(=O)c2c1nc(Br)n2CCCCSc1nc2ccccc2o1	-4%	-5%	2%	7%	3%	-15%[0.074 µM]	0%	-7%
COc1cccc(=O)c2c(C)n(CC(=O)c3ccccc3)c(C)c12	?	-9%[15.4 µM]	-8%	9%	?	-6%[10 µM]	15%	14µM*
COc1ccc(OC)c(NS(=O)(=O)c2ccc(SC)cc2)c1	-18%	-1%	-6%	-6%	-4%	-7%[10 µM]	0%	0%
Cc1nc2c(C)cccc2cc1C(=O)N/N=C/c1ccc(N(C)C)cc1	?	-3%	0%	0%	-20%	-68%[inhibitor]	2%	10µM*
COc1ccccc1/C=C/C1(C(=O)NC2CCCC2)CC(=O)N1c1ccc(C)cc1 (stereo not drawn)	-11%	-5%	-27%	-3%	1%	12%[1.9 µM]	-3%	-17%
COc1cccc(Nc2ncnc3c2cnn3C)c1	6%	3%	0%	11%	-4%	-22%	-3%	-8%
NC(=O)/C(=C/c1ccco1)NC(=O)/C=C/c1ccccc1	-16%	-11%	1%	-7%	6%	-9%[10 µM]	-11%	?

Remaining list, next part
compound	Tau fluor cs	GAA inhib	GAA spleen mod	Tau fibril FP	GAA glycogen	HTT ATP protect	aGal spleen mod	Tau ThT inhib
N#CCCN(Cc1ccccc1)C(=O)Nc1ccccc1	-11%	.	0%	-1%	6%	-11%[10 µM]	0%	-4%
O=C(O)/C=C/C(=O)Nc1ccccc1SC(F)(F)F	4%	0%	-2%	12%	3%	2%[10 µM]	4%	-10%
C=CCN1c2ccccc2[C@]23C[C@@H](C(=O)OC)N(S(=O)(=O)c4ccc([N+](=O)[O-])cc4)C2=NC(C(=O)OC)=C(C(=O)OC)[C@H]13	-2%[11.6 µM]	.	10%[17.4 µM]	-1%[11.6 µM]	.	-23%[10 µM]	-4%[17.5 µM]	5%[11.5 µM]
CC(=O)CC1(O)C(=O)N(Cc2ccccc2)c2ccccc21 (stereo not drawn)	-6%	1%	-7%	2%	1%	-12%	-3%	0%
O=C(CSc1nnc(-c2ccncc2)n1CC1CCCO1)NCc1ccccc1 (stereo not drawn)	0%	5%	-3%	2%	5%	-24%[10 µM]	2%	-5%
Cc1ccc(NC(=S)NCC2CCCO2)c(OC(F)F)c1 (stereo not drawn)	-6%	6%	-5%	2%	-11%	-35%[10 µM]	1%	-3%
COc1cccc(CN=CC2=C(O)CC(C)(C)CC2=O)c1OC	9%	3%	-3%	-5%	1%	-1%	-3%	10%
CC(C)(C)OC(=O)N1CCC(CNC(=O)c2ccccc2)CC1	-3%	.	4%	-2%	1%	5%[10 µM]	-2%	.

With a hit mark in Tau ThT inhib (from the list above):
molecule | GAA inhib | GAA spleen mod | Tau fibril FP | GAA glycogen | Tau ThT inhib
COc1cccc(=O)c2c(C)n(CC(=O)c3ccccc3)c(C)c12 | -9%[15.4 µM] | -8% | 9% | ? | 14µM*
Cc1nc2c(C)cccc2cc1C(=O)N/N=C/c1ccc(N(C)C)cc1 | -3% | 0% | 0% | -20% | 10µM*

Next section:
compound	Tau fluor cs	GAA inhib	GAA spleen mod	Tau fibril FP	GAA glycogen	HTT ATP protect	aGal spleen mod	Tau ThT inhib
Cc1cc(OCC(=O)N2CCc3ccccc3C2)c2c(-c3ccccc3)cc(=O)oc2c1	-17%	-5%	-2%	8%	-7%	-9%	1%	?
c1ccc(CCn2nnnc2CN2CCc3ccccc32)cc1	-18%	-2%	2%	0%	32µM*	-19%	-1%	-19%
CCOC(=O)c1n[nH]c2ccccc12	-8%	1%	2%	-6%	4%	13%[10 µM]	-4%	-6%
Cc1ccc(Cl)cc1NC(=O)Cn1cc2c(n1)CCCC2	-12%	-1%	1%	8%	-14%	-8%	0%	-7%
O=S1(=O)CCN(Cc2ccccc2C(F)(F)F)CC1	-4%	-2%	-13%	-4%	16%	0%	-11%	-3%
Cc1cc(C(=O)Nc2ccccn2)no1	2%	3%	-7%	-8%	1%	-16%[0.074 µM]	-3%	2%
O=C(Nc1ccc(S(=O)(=O)Nc2nccs2)cc1)c1cc(-c2ccccc2)nc2ccccc12	?	-4%	-3%	?	1%	-1%[10 µM]	-11%	-13%
O=C(Nc1ccccc1F)C(Cc1ccccc1)n1cccc1 (stereo not drawn)	-21%	.	.	-6%	-7%[76.3 µM]	.	.	-4%

More records follow.
compound	Tau fluor cs	GAA inhib	GAA spleen mod	Tau fibril FP	GAA glycogen	HTT ATP protect	aGal spleen mod	Tau ThT inhib
CCn1cc(C(=O)NCCc2ccc(OC)c(OC)c2)c(=O)c2cc(S(=O)(=O)N(C)C3CCCCC3)ccc21	-23%	.	.	2%	-15%[76.3 µM]	.	.	-18%
O=C(CNC(=S)N(CCCN1CCOCC1)Cc1cccs1)N1CCCCCC1	-2%	-4%	.	-4%	-25%	-2%	-5%	-2%
Cn1c(=O)n(C)c2cc(S(=O)(=O)NCCc3ccccc3)ccc21	2%	-5%	4%	-1%	4%	-12%	-8%	-2%
CN1C(=S)SC(C)(C)C1NO (stereo not drawn)	6%	1%	-4%	-10%	?	14%	15%	10%
Cc1ccccc1OCc1nc2ccccc2c(=O)n1/N=C/c1cccc([N+](=O)[O-])c1	11%	5%	2%	4%	-9%	-3%[10 µM]	2%	8%
CNC(=S)N=Nc1c(O)[nH]c2ccc(C(C)C)cc12	?	0%	-9%	-3%	-3%	15%[10 µM]	-3%	16µM*
Cc1c(Cl)cccc1NC(=O)CCC(=O)NNC(=O)c1ccccc1	-2%	-3%	7%	2%	-4%	-2%[10 µM]	5%	-3%
COC(=O)CNc1nc(-c2cccnc2)nc2ccccc12	6%	-7%	-5%	4%	-11%	-15%	-7%	3%

Other structures follow.
compound	Tau fluor cs	GAA inhib	GAA spleen mod	Tau fibril FP	GAA glycogen	HTT ATP protect	aGal spleen mod	Tau ThT inhib
CCN1CCN(CC(=O)Nc2cc(C)on2)CC1	0%	0%	3%	0%	0%	16%[10 µM]	-2%	-3%
CCC(=O)N1CCN(c2ccc(NC(=O)c3cccs3)cc2)CC1	-10%	-2%	-9%	-7%	9%	5%	-2%	?
CNC(=S)NCCCc1ccccc1	-13%	5%	-3%	-6%	-5%	-9%	2%	-8%
CC1C(c2ccccc2)N(C)C(c2ccccc2)CC1(O)c1ccc(F)cc1 (stereo not drawn)	-21%	-5%	-5%	-15%	-9%	?	-1%	2%
Cc1ccc(CCNC(=O)Cn2ncc3c([nH]c4ccccc43)c2=O)cc1	1%	.	.	?	8%[76.3 µM]	.	.	8%
CCCCOc1ccc(C(=O)Nn2cnnc2)cc1	-15%	?	-6%	-10%	-1%	2%	-7%	-19%
C/C(Cl)=C/Cn1c(SC(C)C)nc2c1c(=O)[nH]c(=O)n2C	-5%	6%	0%	-10%	-8%	2%	4%	-6%
CCOc1ccccc1N1CCN(C(=O)c2ccccc2)CC1	6%	-14%	4%	0%	5%	-6%	6%	8%

The listing continues:
compound	Tau fluor cs	GAA inhib	GAA spleen mod	Tau fibril FP	GAA glycogen	HTT ATP protect	aGal spleen mod	Tau ThT inhib
COc1ccc(NC(=O)C2CCCC2)cn1	-6%	0%	4%	-6%	2%	-14%	-4%	-5%
COc1ccc(CCNC(=O)/C=C/c2cc(OC)c(OC)c(OC)c2)cc1OC	-2%	3%	-16%	5%	-3%	4%	0%	-9%
O=C1CC(Nc2cc(=O)[nH]c(=O)[nH]2)C(=O)N1c1ccccc1Cl (stereo not drawn)	7%[0.0958 µM]	.	3%	0%[0.0958 µM]	-1%	-12%[10 µM]	-5%	.
O=C(CSCc1ccc(Cl)cc1Cl)Nc1ccccc1C(=O)Nc1ccc(C(=O)O)cc1	-4%	?	-1%	0%	-9%	-75%[inhibitor]	-4%	-4%
Cc1cc(C)n(CC(O)Cn2cnc3c2c(=O)n(C)c(=O)n3C)n1 (stereo not drawn)	7%	6%	0%	3%	-5%	6%[10 µM]	5%	9%
COCCCNCCCOc1ccc(C(C)(C)c2ccccc2)cc1	-9%	-1%	0%	-2%	-5%	.	-6%	-9%
CS(=O)(=O)N(CC(=O)N1CCOCC1)c1ccc2c(c1)OCO2	9%	-2%	4%	5%	3%	0%	5%	1%

Assay outcomes as filed in PubChem.
